# Assay outcomes: PubChem BioAssay, National Center for Advancing Translational Sciences (NCATS)
# Tb PYK inh: inhibitors of Trypanosoma brucei pyruvate kinase; Q57TT1; TbPYK enzyme, Kinase-Glo Plus ATP luminescence, 45 min; Potency, µM (doses to about 76.8 µM), inactives show top-dose activity, negative = inhibition, hits mostly inhibitors; 410,000 compounds, 0.12% hits; further: nearly all actives have a fitted effect of over 50% in size
#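 Luminescent Kinase-Glo Plus end-point after 45 min room-temperature reaction of T. brucei pyruvate kinase started with 130 uM ADP (final). Buffer TEA 50 mM pH 7.2 with KCl, MgCl2, BSA, Tween-20; titration-based qHTS with fitted concentration-effect curves.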
# Sm TGR block: blocks Schistosoma mansoni thioredoxin glutathione reductase | Potency, µM (doses to about 114 µM), without a hit: top-dose activity change, negative = inhibition, hits mostly inhibitors | 360,000 compounds, 3% hits | Q962Y6 | purified TGR, DTNB reduction, TNB absorbance 405 nm; further: nearly all actives have a fitted effect of over 60% in size
#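 TGR 20 nM + NADPH 100 uM (dispensed conc.), cpd preinc 15 min RT; start with NADPH (500 uM addition) then DTNB (15 mM addition). Kinetic TNB absorbance, 405 nm filter. Four-parameter Hill fit across titration.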
# Pf growth 48h: P. falciparum growth inhibition at 48 hours (one generation). AID 504832. Potency, µM (titrated, usually from 28.7 µM), for inactives: top-dose activity change, negative = inhibition, usual class: inhibitors. 310,000 compounds, 5.9% hits. P. falciparum luciferase growth in erythrocytes, 48 h
#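 Erythrocytes infected with P. falciparum carrying an integrated firefly luciferase reporter (2% hematocrit, 0.1% parasitemia final) were exposed to compounds in RPMI 1640 with 0.5% Albumax at 37 C, 5% CO2. Growth inhibition was scored as reduced luminescence.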
# Pf growth 96h: inhibits malaria parasite growth, 96 h; P. falciparum luciferase reporter growth, 96 h; Potency, µM (titrated, usually from 28.7 µM), for the others: at the top dose activity change, negative = inhibition, most hits filed as inhibitors; 320,000 compounds, 6.9% hits; AID 504834
#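 Two-generation exposure (96 h) targets delayed-death phenotype. Reporter parasites carrying integrated firefly luciferase, in red cells at 2% hematocrit and 0.05% parasitemia final, kept at 37 C, 5% CO2; luminescence loss indicates inhibition.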
# HCV inhibitor: inhibitors of hepatitis C virus infection; Huh7.5.1 HCVcc-Cre infection, luciferase reporter, 44 h; Potency, µM (titrated, usually from 41.8 µM), for inactives: at the top dose activity change, negative = inhibition, actives largely listed as inhibitors; 340,000 compounds, 3.4% hits; AID 651820
#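 1,000 cells/well; 4 h culture; + compound; + HCVcc-Cre (~0.5 moi); 44 h; luciferase substrate, RT 15 min; read 15 sec.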
# LmPK inhibitor: LmPK (Leishmania mexicana) enzyme inhibition; 290,000 compounds, 0.37% hits; Potency, µM (highest dose often 57.5 µM), without a hit: at the highest dose activity change, negative = inhibition, hits mostly inhibitors; purified LmPK, Kinase-Glo ATP luminescence, 1 h; Q27686; AID 1721
# Target sequence (Q27686 whole entry, looked up): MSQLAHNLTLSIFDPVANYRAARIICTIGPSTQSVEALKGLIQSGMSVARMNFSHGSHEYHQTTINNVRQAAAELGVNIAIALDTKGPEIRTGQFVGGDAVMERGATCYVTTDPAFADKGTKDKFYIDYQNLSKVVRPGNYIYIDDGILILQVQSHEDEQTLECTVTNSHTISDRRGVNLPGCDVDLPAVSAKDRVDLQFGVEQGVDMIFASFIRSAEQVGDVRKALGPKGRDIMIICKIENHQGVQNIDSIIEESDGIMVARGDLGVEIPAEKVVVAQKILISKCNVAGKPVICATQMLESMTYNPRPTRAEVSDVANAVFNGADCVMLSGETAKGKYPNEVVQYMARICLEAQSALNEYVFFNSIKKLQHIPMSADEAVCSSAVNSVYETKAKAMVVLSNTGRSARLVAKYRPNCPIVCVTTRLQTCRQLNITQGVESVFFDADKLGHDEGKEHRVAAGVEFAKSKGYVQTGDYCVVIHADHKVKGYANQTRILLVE
#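 In 50 mM imidazole pH 7.2 with 7 mM MgCl2, LmPK (0.1 nM) turned over PEP (0.5 mM) and ADP (0.1 mM) for 1 h at room temperature. Luciferase read-out of ATP.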
# * marks the source's active call; other numbers are inactive results; ? = inconclusive; nt = no result given; & = joins results of further samples; [ ] = another dose, or the depositor's remark. The call rests on the fitted dose curve; in most records, active means well fitted curve in the direction sought with a large enough effect; inconclusive means small, poorly fitted or top-dose-only effect, or another doubt; inactive means no such curve, though single readings can be large; an effect the other way counts as inactive or inconclusive. On the % scale 0 is the no-effect control and ±100 the full control effect; potency means the concentration at half of the fitted maximal effect. Compounds as they come, and some 16% of all compounds hit somewhere here.
smiles,Pf growth 96h,Sm TGR block,HCV inhibitor,LmPK inhibitor,Tb PYK inh,Pf growth 48h
Cc1ccccc1CN1CCC(n2nccc2NC(=O)c2ccc3c(c2)OCO3)CC1,9.3µM*,0%,-6%,-7%,-7%,5%
Nc1ccccc1C(=O)NCc1ccccc1,-19%,0%,23%,0%,?,nt
COC(=O)C1=C(C)N(Cc2ccc(C)cc2)C(=O)/C1=C\c1cc(OC)c(OC)c(OC)c1,34%[activator],-23%,?,1%,-4%,10µM*
COc1cc(/C=N/NC(=O)c2cccc([N+](=O)[O-])c2)ccc1O,13%,-5%,12%,3%,2%,0%
CCCCn1c(C)c(C(=O)OCC)c2c(CN3CCOCC3)c(O)ccc21,nt,40µM*,25µM*,2%,1%,?
CSc1ccc(CCNC(=O)CN2C(=O)c3cccnc3Oc3ccc(C)cc32)cc1,65%[activator],1%&-3%,?,-5%,-6%,-27%
CCCCn1nc2cc(C(=O)N[C@H](C)C3CCCCC3)ccc2c1OCC,?,-1%,?,-6%,0%,?
COC(C[C@H](O)C[C@H](O)COCc1ccccc1)OC,82%,8%,0%,-9%,0%,63%[activator]
CCN1CCN(c2ccc(N3CCN(S(=O)(=O)c4cc([N+](=O)[O-])ccc4C)CC3)nn2)CC1,?,-8%,-20%,nt,2%,10µM*
Cn1c(O)c(C=Nc2ccc(F)cc2)c(=O)[nH]c1=O,?,-3%,5%,-7%,4%,2%
O=C(CCNC(=O)c1ccco1)NCc1ccccc1,7%,-8%,3%,1%,-3%,nt
Cc1cccc(N(C(=O)CCC(=O)Nc2cccnc2)C(C(=O)NC2CCCC2)c2ccncc2)c1 (configuration not stated),12µM*,-15%,10%,-2%,0%,?
O=C(O)c1ccc(S(=O)(=O)c2ccc3c(c2)C(=O)N(NC(=O)c2ccc(O)cc2)C3=O)cc1,?,11%,2%,-2%,1%,9%
CC(C)(C)c1cc(C(=O)NCc2cccnc2)ccn1,nt,-9%,-9%,-5%,-5%,6%
CC(=O)c1c(N)[nH]c(-c2ccccc2)nc1=S,?,-3%,21%,-3%,-4%,?
CCc1nnc(NS(=O)(=O)c2ccc(NC(=O)c3ccccc3C)cc2)s1,?,1%,14%,2%[11.5 µM],7%,-10%
C=CCn1c(CCNC(=O)c2cccs2)nnc1SCC(=O)Nc1cccc(F)c1,nt,-24%,11%,1%,-1%,-8%
Nc1nc(SCC(=O)Nc2ccc(Cl)cc2)[nH]c(=O)c1-c1ccccc1,-10%,8%,-23%,15%,-1%,6%
COc1ccccc1NS(=O)(=O)c1cccc(C(=O)N/N=C/c2ccc(N3CCOCC3)cc2)c1,-8%,4%,19%,1%,0%,-14%
CN(c1ccccc1C(=O)Nc1ccc2c(c1)OCO2)S(C)(=O)=O,65%[activator],-16%,0%,1%,-14%,-18%

# Random excerpt: 3 records from the list
smiles,Pf growth 96h,Sm TGR block,HCV inhibitor,LmPK inhibitor,Tb PYK inh,Pf growth 48h
COC(=O)C1=C(C)N(Cc2ccc(C)cc2)C(=O)/C1=C\c1cc(OC)c(OC)c(OC)c1,34%[activator],-23%,?,1%,-4%,10µM*
Cc1cccc(N(C(=O)CCC(=O)Nc2cccnc2)C(C(=O)NC2CCCC2)c2ccncc2)c1 (configuration not stated),12µM*,-15%,10%,-2%,0%,?
CCc1nnc(NS(=O)(=O)c2ccc(NC(=O)c3ccccc3C)cc2)s1,?,1%,14%,2%[11.5 µM],7%,-10%

# Other entries follow.
smiles,Pf growth 96h,Sm TGR block,HCV inhibitor,LmPK inhibitor,Tb PYK inh,Pf growth 48h
O=C(CCCl)N1CCN(c2nc(-c3ccccc3)cs2)CC1,?,-24%,9%,-4%,4%,22%
COc1ccc(/C=C(/NC(=O)c2ccc(OC)c(OC)c2)C(=O)NCCc2c[nH]c3ccccc23)cc1,?,-2%,-26%,2%,-1%,?
CC(=C/c1ccccc1)/C=N/NC(=O)CSc1nc(C)cc(C)n1,2%,9%,4%,5%,5%,8%
CNC(=O)COC(=O)c1cc2c(C)nn(-c3ccc(F)cc3)c2s1,55%[activator],-18%,?,1%,-3%,14%
O=C(O)c1ccc(NS(=O)(=O)c2ccc(Cl)c(C(=O)Nc3ccccc3[N+](=O)[O-])c2)cc1,-14%,-11%,8%,-1%,3%,-9%
O=C(CSc1nc(=O)n(CCCN2CCOCC2)c2c1CCCC2)Nc1ccc(F)c(F)c1,?,3%,-6%,nt,0%,?
S=C(NCc1ccccc1)Nc1cccc(Cl)c1,27%,?,-2%,-1%,-8%,2%
O=C(c1cncc(Br)c1)N1CCN(c2ccc([N+](=O)[O-])cc2)CC1,115%[activator],1%,1%,-1%,-11%,-10%
Cc1ccc2nc(-c3cccc(NC(=O)c4ccco4)c3)[nH]c2c1,nt,?,-28%,?,-7%,?
CCn1cc(SCC(=O)N2CCOCC2)c2ccccc21,34%[activator],-7%,0%,1%,-14%,62%[activator]
COC(=O)C(NS(=O)(=O)c1ccc(C)cc1)c1ccccc1 (configuration not stated),4%,0%,?,0%,0%,-23%
Cn1c(=O)n(C)c2cc(NS(=O)(=O)c3ccccc3)ccc21,8%,-8%,9%,-10%,-3%,-1%
CCOc1ccc(/C=C(\C)C(=O)c2c(C)cc(C)[nH]c2=O)cc1,158%[activator],6%,-3%,2%,8%,1%
COc1ccc(NC2CC(=O)N(C(C)C)C2=O)cc1 (configuration not stated),24%,7.9µM*,11%,-3%,-10%,16%
CC(C(=O)Nc1sc2c(c1C#N)CCCCC2)N1C(=O)c2ccccc2C1=O (configuration not stated),22%,0%,-6%,2%,-2%,?
O=C(CSCc1ccc(Cl)cc1)Nc1cccc(C(=O)Nc2ccccc2C(=O)O)c1,-6%,-2%,5%,6%,-1%,-7%
CC(C)c1ccc(/C=C/C(=O)N2CCOCC2)cc1,-26%,4%,12%,-5%,2%,72%[activator]
CCN(CC)C(=S)SCC(=O)c1ccccc1,133%[activator],1%,-12%,-5%,3%,221%[activator]
COc1ccccc1CCNC(=O)C(=O)NCC1OCCN1S(=O)(=O)c1cccs1 (configuration not stated),?,0%,-12%,-10%,4%,-16%
O=C(c1noc2c1CCc1ccccc1-2)N1CCOCC1,25%,0%,-5%,-4%,-1%,78%[activator]
CCOc1ccc(S(=O)(=O)N2CCN(C)CC2)cc1NC(=O)c1ccccc1F,6%,27%,-29%,-1%,-13%,?
COCCNC(=O)CCc1nnc(Cc2ccc(-c3ccccc3)cc2)o1,12µM*,-1%,10%,2%,4%,1%
Cc1occc1-c1nnc(SCCCC(=O)c2ccc(F)cc2)n1C,?,-2%,?,1%,-10%,?
O=C(CCNC(=O)c1ccccc1Cl)Nc1ccc(S(=O)(=O)Nc2ncccn2)cc1,3%,3%,1%,5%,0%,-26%
COc1ccccc1N1CCN(C(=O)C2CCN(S(=O)(=O)N3CCOCC3)CC2)CC1,21%,0%,35%[activator],0%,-5%,-9%
CC(C)(CCO)NC(=S)NC1CC2C=CC1C2 (configuration not stated),-15%,16%,8%,0%,-2%,?
C=CCNC(=O)CC(C)C(CCCCC)C(=O)O (configuration not stated),?,-31%,10%,2%,5%,16%
O=C(NC1CC1)C1=C[C@@H](C2CCCCC2)C[C@@H](OCCCCO)O1,22%,-11%,23%,7%,4%,-19%
CC1=NN(c2ccccc2)C(=O)/C1=C/c1c(O)n(-c2ccc(F)cc2)[nH]c1=O,-2%,-21%,2%,-3%,-3%,0%
Nc1nnc(SCCCC(=O)c2ccc(F)cc2)s1,6%,-2%,-5%,-3%,0%,31%[activator]
Cc1ccc(C(=O)NCCN2C3=NC[C@H](Cc4ccc(O)cc4)N3C[C@H]2Cc2ccc(O)cc2)cc1Br,2.9µM*,3%,-7%[8.37 µM],4%,2%,4.1µM*
COc1ccc(C2(O)CC3CCC(C2)N3c2cc(C)nc(-c3ccccc3)n2)cc1 (configuration not stated),nt,1%,?,3%,0%,12µM*
O=c1c2ccccc2c(C=Nc2ccccc2O)c(O)n1-c1nccs1,?,-20%,?,8%,-1%,13µM*
CCCCS(=O)(=O)Nc1ccc2c(c1)ncn2C1CCCCC1,nt,-11%,?,-8%,3%,-24%
CC1CN(CCOc2ccc(Cl)c(Cl)c2)CC(C)O1 (configuration not stated),185%[activator],3%,-3%,1%,11%,46%[activator]
CCOC(=O)N1CCN(C(=O)/C=C/c2ccc(OC)c(OC)c2)CC1,?,-21%,10%,-1%,0%,-8%
COc1ccc(Cc2nnc(NC(=O)CS(=O)(=O)c3ccccc3)s2)cc1OC,-20%,-8%,5%,-6%,3%,-13%
COc1cc(NS(=O)(=O)c2ccc(NC(=S)NC(=O)c3ccco3)cc2)ncn1,-23%[1.15 µM],40µM*,8%,1%,0%,2%
COc1ccccc1C(=O)COC(=O)c1ccc(N(C)C)cc1,338%[activator],1%,-15%,-14%,-1%,180%[activator]
CCCCn1c(SCC(=O)N2CCCCC2C)nc2cc(S(N)(=O)=O)ccc21 (configuration not stated),?,-2%,-3%,-2%,2%,?

# 2 entries from above, field by field:
> CCCCn1c(SCC(=O)N2CCCCC2C)nc2cc(S(N)(=O)=O)ccc21 (configuration not stated)
  Pf growth 96h = ?; Sm TGR block = -2%; HCV inhibitor = -3%; LmPK inhibitor = -2%; Tb PYK inh = 2%; Pf growth 48h = ?

> COc1ccc(Cc2nnc(NC(=O)CS(=O)(=O)c3ccccc3)s2)cc1OC
  Pf growth 96h = -20%; Sm TGR block = -8%; HCV inhibitor = 5%; LmPK inhibitor = -6%; Tb PYK inh = 3%; Pf growth 48h = -13%

# (further entries)
smiles,Pf growth 96h,Sm TGR block,HCV inhibitor,LmPK inhibitor,Tb PYK inh,Pf growth 48h
Cn1c(N)c(-c2nc3cccnc3n2C)sc1=S,22%[5.75 µM],11%,?,0%,-3%,39%[activator]
O=C(O)/C=C/C(=O)Nc1ccc(SC(F)(F)F)cc1,-2%,-14%,20%,0%,3%,57%[activator]
Clc1cccc(N2CCN(Cc3ccc(Br)o3)CC2)c1,19%,2%,2%,0%,-17%,30%[activator]
CS(=O)(=O)c1ccccc1-c1nnc(NC(=O)C2=COCCO2)o1,8%,?,6%,nt,-10%,17%
CCCOc1ccc(N2C(=O)C3ON(c4ccccc4)C(c4ccc(O)c(OC)c4)C3C2=O)cc1 (configuration not stated),nt,-12%,14%,-1%,3%,nt
Cc1ccc(-c2nnc(NC(=O)c3ccco3)s2)cc1,?,4%,5%,?,-16%,66%[activator]
O=C(/C=C/c1ccc([N+](=O)[O-])cc1)/C=C/c1ccco1,-11%,4.5µM*,nt,-9%,nt,?
NC(=O)CC(NC(=O)Cc1cccc2ccccc12)c1ccc(N2CCc3ccccc3C2)c([N+](=O)[O-])c1 (configuration not stated),?,-7%,?,4%,-1%,?
Cc1ccc(C)c(Oc2ccc(S(=O)(=O)N3CCN(C)CC3)cn2)c1,19%,0%,?,nt,-3%,0%
COc1ccc(CCNS(=O)(=O)c2cc3c4c(c2)CCN4C(=O)CC3)cc1,-11%,-4%,5%,nt,-9%,-11%
Cc1ccc(COC(=O)CCCN=C2NS(=O)(=O)c3ccccc32)cc1,-19%,6%,-13%,nt,2%,?
CC(C)Oc1ccc(NC(=O)CCC(=O)O)cc1,?,-13%,22%,0%,0%,17%
CO/N=C/C(NC(=O)c1ccc(C(F)(F)F)cc1)C(=O)OC (configuration not stated),?,0%,15%,-24%,-5%,401%[activator]
